14-3-3g Raf: alters human 14-3-3 gamma binding to Raf peptide. 160,000 tested, 0.19% active. FP, 14-3-3gamma / TMR-pS259-Raf peptide binding. P61981. inhibition, % at 40 µM. AID 422; in the data active = inhibition above about 30%;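 also: 0% = protein plus tracer without compound and 100% = blank with tracer alone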
Target sequence (P61981 whole entry, looked up): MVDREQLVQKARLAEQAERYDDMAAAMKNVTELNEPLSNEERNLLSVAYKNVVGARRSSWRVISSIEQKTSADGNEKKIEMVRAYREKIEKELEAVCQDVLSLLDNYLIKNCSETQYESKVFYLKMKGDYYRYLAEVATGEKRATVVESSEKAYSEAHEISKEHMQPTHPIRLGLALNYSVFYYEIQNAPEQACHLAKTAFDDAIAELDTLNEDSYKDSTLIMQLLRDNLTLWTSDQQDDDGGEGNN
An asterisk follows results filed as active; & = joins results of further samples.

smiles | 14-3-3g Raf
CCC1CCCCN1C(=O)Cn1c(=O)n(-c2cccc(C)c2)c(=O)c2ccccc21 (stereo unspecified) | 5
O=C(CSc1nc2ccc(NC(=O)c3ccccc3)cc2s1)Nc1nccs1 | -37
COc1ccc(-c2csc(-c3cccnc3)n2)cc1 | -21
Cc1cccc(CCNC(=O)CSc2cc(=O)n(C)c3ccccc23)c1 | -1
CC1=C(C(=O)Nc2cccc(C(F)(F)F)c2)C(c2ccsc2)C2=C(CC(c3ccccc3)CC2=O)N1 (stereo unspecified) | -6
COc1cc(C(=O)Nc2ccc3oc(-c4ccc5ccccc5c4)nc3c2)cc(OC)c1OC | -21
COc1cc(C2C(C(=O)N3CCOCC3)=C(C)NC3=C2C(=O)CC(C)(C)C3)ccc1OCc1ccccc1 (stereo unspecified) | -1
CCOc1ccc(-n2c(=O)[nH]c3ccsc3c2=O)cc1 | -7
O=C(CN1CCOc2ccccc21)NCc1ccco1 | -2
CC(C)n1c(SCC(=O)Nc2ccccc2N2CCCCC2)nc2c1c(=O)n(C)c(=O)n2C | -3
Cc1cc(C)n(Cc2ccccc2Cl)n1 | -9
O=C(NCCN1CCN(C(=O)c2ccc([N+](=O)[O-])cc2)CC1)C(=O)Nc1ccc(Cl)cc1 | -3
CCOC(=O)CCc1c(C)n[nH]c1C | -1
CCc1c(C)sc(NC(=O)c2cccc(F)c2)c1C(=O)OC | -69
O=C(Nc1cccnc1)c1cccc(S(=O)(=O)N2CCOCC2)c1 | -1&-1
Cc1cc(NC(=O)CSc2ccc3c(c2)OCCO3)no1 | -2
CC(=O)C1=C(C)NC(SCC(=O)c2ccc(F)cc2)=C(C#N)C1c1ccco1 (stereo unspecified) | -10
CCOc1nc(C)ccc1-c1noc(-c2ccncc2)n1 | 1
CCOc1ccc(C2CC(c3ccc(Br)cc3)Nc3nc(N)nn32)cc1 (stereo unspecified) | 2
COc1cc2cc(CN(C(=O)Nc3ccccc3)C3CCCC3)c(=O)[nH]c2cc1OC | 4
CCOc1ccc(NC(=O)N2CC=C(n3c(=O)[nH]c4ccccc43)CC2)cc1 | -2
Brc1ccc(CN2C3=NCCN3c3ccccc32)cc1 | -4
CCCc1noc(-c2ccc(Br)cc2)n1 | -4
CC1=C(C(=O)OCCc2ccccc2)C(c2ccc([N+](=O)[O-])s2)NC(=O)N1C (stereo unspecified) | -4
CCOC(=O)c1nnn(-c2ccc([N+](=O)[O-])cc2)c1C | 2
COc1ccc(C2CC(C(F)(F)F)n3nc(C(=O)Nc4ccc(C)c(Cl)c4)cc3N2)cc1OC (stereo unspecified) | -8
COc1ccc(Cl)cc1NC1=C(Cl)C(=O)N(c2cccc(C(F)(F)F)c2)C1=O | -6
Cc1ccc(-n2cnc3cc(C(=O)NCCN4CCOCC4)ccc32)c(C)c1 | -12
Cc1ccc(OC(=O)c2ccc(C)c(S(=O)(=O)N3CCOCC3)c2)c(-n2nc3ccccc3n2)c1 | -6
Cc1cc(-n2c(=O)c(C#N)cc3c(=O)n4cccc(C)c4nc32)no1 | -10
CCC(Sc1nc(=O)cc(N)n1-c1ccccc1)C(=O)Nc1cc(C)on1 (stereo unspecified) | -2
COCCNC(=O)CN1C(=O)COc2ccc(Cl)cc21 | 0&-6
O=C(Cc1cccs1)NCc1cccs1 | -11
CCOc1ccc(C(=O)Cn2c(=O)n(C3CCCC3)c(=O)c3cc(OC)c(OC)cc32)cc1Cl | -7
CCn1c(COc2ccccc2C)nnc1SCC(=O)CC(=O)Nc1ccccc1 | 3
COc1ccc(C2C(C(=O)OCCOc3ccccc3)=C(C)NC3=C2C(=O)CC(C)(C)C3)cc1Br (stereo unspecified) | -7
OCCN1CCN(c2ncnc3ccc(Br)cc23)CC1 | -2
CCC(C)(NC)c1nnnn1-c1ccc(Cl)cc1 (stereo unspecified) | -1
COC(=O)c1ccccc1NC(=O)N1CCN(C/C=C/c2ccccc2)CC1 | 10
CCOC(=O)CS(=O)(=O)CC(=O)Nc1ccc([N+](=O)[O-])cc1OC | 1

Part of the list above in another layout:
CCn1c(COc2ccccc2C)nnc1SCC(=O)CC(=O)Nc1ccccc1
- 14-3-3g Raf: 3
COc1ccc(C2C(C(=O)OCCOc3ccccc3)=C(C)NC3=C2C(=O)CC(C)(C)C3)cc1Br (stereo unspecified)
- 14-3-3g Raf: -7
OCCN1CCN(c2ncnc3ccc(Br)cc23)CC1
- 14-3-3g Raf: -2

Next section:
smiles | 14-3-3g Raf
COc1ccc(C2(O)CCN(CCCCOc3ccccc3)CC2)cc1 | 1
COc1ccc(C2CC(O)(C(C)(C)O)NO2)cc1 (stereo unspecified) | -1
COc1ccc(NC(=O)C2(N(CC(C)C)C(=O)Cn3nnnc3N)CCCCC2)cc1 | -1
Cc1ccc(N2C(=O)c3ccc(N=Cc4ccc(Cl)cc4)cc3C2=O)cc1 | -16
COc1cccc(N2CCN(C(=O)c3cnn4c(C(F)(F)F)cc(-c5ccco5)nc34)CC2)c1 | 0
CCN(CC)c1ccc(C(=O)Nc2cc(C(=O)N3CCOCC3)ccc2N2CC3CC(C2)c2cccc(=O)n2C3)cc1 (stereo unspecified) | -6
CCOC(=O)CCCOC(=O)c1ccc(S(=O)(=O)N(C)C)cc1 | -8
CCN(CC)C(=O)Cn1cnc2sc(C(=O)N3CCN(c4ccc(C)cc4)C(C)C3)c(C)c2c1=O (stereo unspecified) | -9
N#CCSc1nc2c(c(C3CC=CCC3)c1C#N)CCC2 (stereo unspecified) | 0&-113
CC(=O)Nc1ccc(S(=O)(=O)c2ccc(NC(C)=O)c([N+](=O)[O-])c2)cc1[N+](=O)[O-] | -2
CCOC(=O)N1CCN(C(=O)c2cn(C)c3ccc(S(=O)(=O)N4CCCC4)cc3c2=O)CC1 | -4
CCOCCCNC(=O)c1cc2cc3ccc(OC)cc3nc2s1 | -10
CCCCNC(=O)CN1C(=O)C(CC)Oc2ccc(C)cc21 (stereo unspecified) | -5
Cc1ccc(O)c(N=Cc2cccc([N+](=O)[O-])c2O)c1 | -1
CCOC(=O)C1C(=O)C=C(c2ccc(F)cc2)CC1c1ccc(C(C)C)cc1 (stereo unspecified) | 6
Cc1ccc(OCCSc2nc(N)cc(N)n2)c(C(C)C)c1 | 3
COC(=O)c1ccccc1NS(=O)(=O)c1ccc2c3c(cccc13)C(=O)N2 | -10
O=C(Nc1ccc2c(c1)OCO2)C1CCCN(S(=O)(=O)c2cccs2)C1 (stereo unspecified) | -18&-18
Cc1oc(C(=O)O)cc1COc1ccc2c3c(c(=O)oc2c1)CCCC3 | -14
COc1ccc2nc(SCC(=O)Nc3ccc(Cl)cc3)[nH]c2c1 | -3
COC(=O)c1ccc(NC(=O)CSc2nnc(C)n2-c2ccccc2)cc1 | -1
CCN1C(=O)CS/C1=C(\C#N)S(=O)(=O)c1ccccc1 | -133
FC(F)(F)c1ccc(N2CCOCC2)c(Nc2nc3ccccc3n3cnnc23)c1 | -10
Cc1ccc(CSCc2ccc(C(=O)NCCc3ccc(Cl)cc3)o2)cc1 | -10
CCCOc1ccc(/C(O)=C2/C(=O)C(=O)N(CCN(CC)CC)C2c2ccncc2)cc1 (stereo unspecified) | -14
COc1cc(C2=NN(C(C)=O)C(C)(C)O2)cc(OC)c1OC | -2
COc1cccc(C(=O)Nc2ccc(C)cc2)c1 | 0
CCCCCc1ccc(-c2ccc(C(=O)Nc3ccc(C(C)=O)cc3)cc2)nc1 | -7
CC1(C)CC(=O)C=C(NCCc2ccc(S(N)(=O)=O)cc2)C1 | -3&-10
COc1ccc(C(C)=O)c2c1OCCO2 | 0
CNc1cc(C)nc(N2CCOCC2)n1 | 4
N#Cc1ccccc1CSc1nc2ncc(Br)cc2[nH]1 | -36
Cc1cccc(N/C(N)=N/c2nc3c(c(=O)[nH]2)CCCC3)c1 | 8
Cc1ccc(S(=O)(=O)NCC2CCC(C(=O)N(C)Cc3ccco3)CC2)cc1 (stereo unspecified) | -10
Cc1nnc(SCc2cc(=O)[nH]c(N3CCCCC3)n2)s1 | -9
CCOC(=O)C(NS(=O)(=O)c1ccc([N+](=O)[O-])cc1)C(C)CC (stereo unspecified) | 0
COc1ccc(C(c2nnnn2CCc2ccccc2)N2CCN(C3CCCC3)CC2)cc1 (stereo unspecified) | -3
COc1ccc(C2C(C#N)=C(N)OC3=C2C(=O)CC(C)(C)C3)c(OC)c1OC (stereo unspecified) | -3
Cn1c(N2CCN(C(=O)NCc3ccccc3)CC2)nc2ccccc21 | -10
CN(C(=O)c1ccc(N2CC3CC(C2)c2cccc(=O)n2C3)c(NC(=O)c2cc3ccccc3oc2=O)c1)C1CCCCC1 (stereo unspecified) | -3
CCOC(=O)CC(=O)CSc1nc(C)cc(C(F)(F)F)c1C#N | 0
Cn1c(SCC(=O)NCc2ccccn2)nc2sc3c(c2c1=O)CCCC3 | 1
COc1cc2c(cc1NC(=O)C13CC4CC(C1)CC(n1cncn1)(C4)C3)oc1ccccc12 | -28
CC1CCN(S(=O)(=O)c2cccc(C(=O)Nc3ccccc3C(=O)Nc3ccccc3)c2)CC1 | -1
CSc1nsc(SC)c1C(=O)N1CCN(S(=O)(=O)c2ccc(C)cc2)C1c1ccccc1 (stereo unspecified) | -14
CCn1c2ccccc2c2cc(NC(=O)c3ccc([N+](=O)[O-])cc3)ccc21 | 0
Cc1cc(OCC(=O)Nc2ccc(S(=O)(=O)Nc3ncccn3)cc2)cc(C)c1Cl | 4
COc1ccc(OC)c(S(=O)(=O)n2nnc3cc(Cl)ccc32)c1 | -5&0
COc1ccc(-n2c(SCC(=O)Nc3ccc(C(=O)O)cc3)nnc2-c2cccs2)cc1 | -6
Cc1cccc2sc(NC(=O)CCCN3C(=S)NC(C)(C)CC3C)nc12 (stereo unspecified) | 3
O=C1C(=O)N(CCCN2CCOCC2)C(c2cccs2)/C1=C(\O)c1ccc(Cl)cc1 (stereo unspecified) | -2
COc1ccc(CNC(=O)C2CCN(S(=O)(=O)N3CC(C)CC(C)C3)CC2)cc1 (stereo unspecified) | -4
O=C(NS(=O)(=O)c1ccccc1Cl)c1ccc[nH]1 | -15&4
CS(=O)(=O)N(Cc1ccccc1)c1ccc(C(=O)N2CCN(c3ccccc3)CC2)cc1 | 8
Cc1ccc(CSc2nccc(=O)[nH]2)cc1 | 0
O=C(Nc1ccccc1)c1cccc(S(=O)(=O)NCCC23CC4CC(CC(C4)C2)C3)c1 | -4
O=C(O)C1CC(=O)N(c2ccc(OCc3ccc(Cl)cc3)cc2)C1 (stereo unspecified) | -11
Cc1c(-c2ccc(F)cc2)nc(N)c(C#N)c1-c1ccco1 | -4
Cc1ccc(S(=O)(=O)NC(C(=O)OCC(=O)NC2CCS(=O)(=O)C2)C(C)C)cc1 (stereo unspecified) | -4
Cc1c(NC(=O)c2cc(-c3ccccc3)on2)c(=O)n(-c2ccccc2)n1C | 13

The list goes on, starting with the last 2 of the part before.
smiles | 14-3-3g Raf
Cc1ccc(S(=O)(=O)NC(C(=O)OCC(=O)NC2CCS(=O)(=O)C2)C(C)C)cc1 (stereo unspecified) | -4
Cc1c(NC(=O)c2cc(-c3ccccc3)on2)c(=O)n(-c2ccccc2)n1C | 13
O=C(CC1NC2CCCCC2NC1=O)Nc1cccc(C(F)(F)F)c1 (stereo unspecified) | -1
Cc1ccc(-c2cnc3ccccc3n2)cc1N | -17
O=c1c2cc([N+](=O)[O-])ccc2nc(CN2CCN(Cc3ccccc3)CC2)n1-c1ccccc1F | 8
CCOc1ccc(C2CC(c3ccc(OC)c(OC)c3)n3nc(N)nc3N2)cc1 (stereo unspecified) | 1
O=C(CCCN1C(=O)CSc2ncccc21)N1CCN(Cc2ccccc2)CC1 | -2
C=CCOC(=O)C1=C(C)Nc2ncnn2C1c1ccc(Cl)cc1 (stereo unspecified) | -12
CCOC(=O)c1c(-c2ccc(-c3ccccc3)cc2)csc1NC(=O)c1ccc(N2C(=O)CCC2=O)cc1 | -18
CC(=O)N1CC2(C)CN(C(C)=O)CC(C)(C1)C2=O | -1
CC(C)c1nc(=S)c2ccccc2[nH]1 | 0
COCCCNc1ccc(N2C(=O)CCC2=O)cc1[N+](=O)[O-] | 5
C=CCSc1nnc2c(n1)OC(c1cc(C)ccc1C)N(C(C)=O)c1ccccc1-2 (stereo unspecified) | -9
COc1cccc(-c2nnc(SCC(=O)Nc3ccc(OC)c(OC)c3)n2N)c1 | -8
CCc1cc2c(=O)c(Oc3ccccc3)c(C)oc2cc1O | -4
Clc1ccc(Oc2ccc(Nc3ncnc4c3cnn4-c3ccccc3)cc2)cc1 | -12
Cc1ccc(-n2c(=O)[nH]c3cc(C(=O)N4CCN(c5cc(C)ccc5C)CC4)ccc3c2=O)cc1 | -3
O=C(CSc1nc2ccccc2o1)N1CCN(c2ccccc2)CC1 | -8
O=C(Nc1cccc(-c2nc3cc(Cl)ccc3o2)c1)c1ccc(Br)o1 | -255
Cc1cc2c(cc1C)C(c1ccccc1C(F)(F)F)CC(=O)N2 (stereo unspecified) | -9
COCc1oc2c(cc(NS(=O)(=O)c3c(C)cc(C)cc3C)c3ccccc32)c1C(=O)OC | -84
COc1ccccc1CC(=O)N1CC(C)CC(C)C1 (stereo unspecified) | 5
COc1ccc(N2CCN(c3ccc(N4C(=O)C5CC=CCC5C4=O)cc3[N+](=O)[O-])CC2)cc1 (stereo unspecified) | 6
O=C(NC1CCCCC1)N1CCC(c2nc(-c3ccc(S(=O)(=O)N4CCCC4)cc3)no2)CC1 | -2
CSCCC(NS(=O)(=O)c1ccc2c(c1)c(=O)n(C)c(=O)n2C)C(=O)Nc1ccc(C)c(F)c1 (stereo unspecified) | 2
Cc1ccc2cc(CCNC(=O)C(C)(C)C)c(=O)[nH]c2c1 | 1
Cc1cccc(N=c2scc(-c3ccc(F)cc3)n2CCO)c1 | -4
CC1CCN(C(=O)CSc2nnc(CN3CCOCC3)n2-c2ccccc2)CC1 | 8

Assay outcomes deposited in PubChem by Emory University Molecular Libraries Screening Center.

This is a subset; the hit share may differ from the screen's.
